From PubChem BioAssay
12-hLO inh: qHTS Assay for Inhibitors of 12-hLO (12-human lipoxygenase). Potency, µM (doses to about 57.1 µM), for the others: top-dose activity change, negative = inhibition, actives largely listed as inhibitors. AID 1452, 2008. purified 12-hLO, xylenol orange hydroperoxide absorbance. 150,000 tested, 0.12% active; note: potency is the fitted concentration of half-maximal effect; nearly all actives have a fitted effect of over 55% in size; many of its hits are not listed in these tables
Target sequence (P18054 whole entry, looked up): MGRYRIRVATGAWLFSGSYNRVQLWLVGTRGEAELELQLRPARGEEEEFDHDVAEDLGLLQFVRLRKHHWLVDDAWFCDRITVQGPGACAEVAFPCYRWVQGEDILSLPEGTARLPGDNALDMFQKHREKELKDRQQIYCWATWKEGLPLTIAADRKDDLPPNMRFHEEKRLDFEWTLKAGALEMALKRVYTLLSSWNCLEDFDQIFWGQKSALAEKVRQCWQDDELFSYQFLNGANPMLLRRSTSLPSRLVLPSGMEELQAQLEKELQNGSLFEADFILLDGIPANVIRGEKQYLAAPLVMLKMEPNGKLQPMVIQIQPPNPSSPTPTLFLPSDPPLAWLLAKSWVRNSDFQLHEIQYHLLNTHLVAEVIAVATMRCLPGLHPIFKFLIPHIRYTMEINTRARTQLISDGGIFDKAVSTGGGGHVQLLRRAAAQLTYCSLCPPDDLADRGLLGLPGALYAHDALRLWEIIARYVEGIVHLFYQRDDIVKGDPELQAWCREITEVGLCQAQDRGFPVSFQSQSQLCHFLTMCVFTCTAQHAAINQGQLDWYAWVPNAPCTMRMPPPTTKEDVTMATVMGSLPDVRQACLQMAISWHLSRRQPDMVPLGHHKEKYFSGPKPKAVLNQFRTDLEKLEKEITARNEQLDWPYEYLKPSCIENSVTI
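Xylenol orange chromogenic assay: hydroperoxide from 12hLO oxidises Fe(II), giving red-shifted Fe(III)-XO absorbance. Conditions: 150 nM enzyme, 40 uM arachidonic acid, 25 mM Hepes pH 7.0, 0.01% Triton X-100, 30 min, room temperature.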
15-hLO-2 inh: qHTS Assay for Inhibitors of 15-hLO-2 (15-human lipoxygenase 2); Potency, µM (doses to about 57.1 µM), for the others: at the top dose activity change, negative = inhibition, most hits filed as inhibitors; purified 15hLO-2, xylenol orange hydroperoxide absorbance; 110,000 tested, 0.56% active; Polyunsaturated fatty acid lipoxygenase ALOX15B (Homo sapiens), O15296; note: potency is the fitted concentration of half-maximal effect; nearly all actives have a fitted effect of over 60% in size; many of its hits are not listed in these tables
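Screening format was qHTS against 50 nM purified 15hLO-2 in Hepes pH 7.5 with detergent. Activity follows hydroperoxide formation from 45 uM arachidonic acid, measured as 573:405 nm absorbance ratio of the ferric-xylenol orange complex.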
IMPase inh: qHTS Assay for Identifying the Cell-Membrane Permeable IMPase Inhibitors | CHO-M1 cells, IP1 accumulation, HTRF TR-FRET ratio | inhibition (IP1 accumulation), % at 46.1 µM | 120,000 tested, under 10 active | AID 901, 2007; active = well fitted curve in the direction sought with a large enough effect in the signal ratio, not every such curve was filed as active; inconclusive = small, poorly fitted or top-dose-only effect, or a change in a side signal; inactive = no such curve, though single readings can be large or run the other way; the % refers to the signal ratio;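 note: cells stimulated with carbachol in lithium chloride buffer; plate controls were DMSO basal wells for no effect and reference inhibitor wells for full effect; higher means more IMPase inhibition seen as more IP1 and lower FRET ratio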
Target sequence (P97697 whole entry, looked up): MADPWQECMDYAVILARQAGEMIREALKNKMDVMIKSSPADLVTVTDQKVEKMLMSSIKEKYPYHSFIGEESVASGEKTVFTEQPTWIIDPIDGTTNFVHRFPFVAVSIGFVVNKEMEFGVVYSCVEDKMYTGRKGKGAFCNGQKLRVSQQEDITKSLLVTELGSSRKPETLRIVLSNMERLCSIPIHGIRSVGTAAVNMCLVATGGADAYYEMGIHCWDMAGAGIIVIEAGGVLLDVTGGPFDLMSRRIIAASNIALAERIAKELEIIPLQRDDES
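CHO-M1, 2000 cells/well, cultured 16–30 h; cpd up to 46 uM; carbachol (50 uM solution, stimulation buffer w/ 50 mM LiCl, pH 7.4), 30 min 37C; IP-One TR-FRET, 10 min RT; Ex 320/Em 665, 620; Hill-fit AC50.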
PNC assembly inh: High Content Assay for Compounds that inhibit the Assembly of the Perinucleolar Compartment; 140,000 tested, 3.1% active; PC3M PTB-GFP, PNC prevalence imaging, 16 h; hits give low values; activity change (PNC), negative = inhibition, % at 10 µM;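 active = readout at or below -70, meaning at least 70% loss of cells showing the perinucleolar compartment, a nuclear body marking cancer cells; inconclusive = readout between -30 and a set limit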;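 note: plate controls were DMSO wells for no effect and camptothecin positive control wells for full effect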
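PC3M cells stably expressing PTB-GFP, 750–1000 cells/well, treated 16 h at 37 °C with compound (23 nl of library stock), in duplicate. After paraformaldehyde fixation and Hoechst stain, imaged at 20x; PNC prevalence scored by image analysis.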
Numbers without * were called inactive; ? = inconclusive; . = not tested or not shown; [ ] = dose if it differs, or a comment. Unless noted, calls come from the whole dose curve; as a rule, active = well fitted curve in the direction sought with a large enough effect; inconclusive = small, poorly fitted or top-dose-only effect, or another doubt; inactive = no such curve, though single readings can be large; an effect the other way counts as inactive or inconclusive. Unless noted, % is set by controls: 0 for no effect and ±100 for the full control effect.

Compound,12-hLO inh,15-hLO-2 inh,IMPase inh,PNC assembly inh
Cn1c(=S)n(/N=C/c2ccc3c(c2)OCO3)c2ccccc21,-7%,7%,-3,25
COc1ccccc1C(=O)OCCN1CCOCC1,2%,1%,-3,?
CC(=O)Nc1ccc(C(=O)c2ccccc2)cc1,-1%,-1%,4,-3
COc1ccc(OCC(=O)NNC(=O)c2cc3ccccc3o2)cc1,1%,.,.,?
O=C(NNC1=NCCCCC1)c1ccccc1,0%,9%,2,17
O=C1Nc2cc(C(=O)N3CCOCC3)ccc2SC1N1CCOCC1 (stereo not drawn),4%,0%,2,94
O=C(NNC(=S)NCc1ccco1)c1ccc(Cl)s1,-7%,-1%,-4,7
O/N=C(\c1ccc2c(c1)OCCO2)C1CCCCC1,-3%,-5%,-2,-6
CCOC(=O)c1cnn2c(C)cc(-c3ccc(F)cc3)nc12,-3%,1%,-6,44
O=C(NCCCN1CCN(CCCNC(=O)c2ccc3c(c2)OCO3)CC1)c1ccc2c(c1)OCO2,-4%,4%,11,-3
COc1cnn(-c2ccc(Br)cc2)c(=O)c1SCc1ccccc1,-1%,.,.,2
Cc1nn(Cc2ccc(C(=O)Nc3nccs3)cc2)c(C)c1Cl,-6%,-3%,?,?

Among those listed so far, 4 contain nitrogen in an aromatic ring:
Compound,12-hLO inh,15-hLO-2 inh,IMPase inh,PNC assembly inh
Cn1c(=S)n(/N=C/c2ccc3c(c2)OCO3)c2ccccc21,-7%,7%,-3,25
CCOC(=O)c1cnn2c(C)cc(-c3ccc(F)cc3)nc12,-3%,1%,-6,44
COc1cnn(-c2ccc(Br)cc2)c(=O)c1SCc1ccccc1,-1%,.,.,2
Cc1nn(Cc2ccc(C(=O)Nc3nccs3)cc2)c(C)c1Cl,-6%,-3%,?,?

(next part)
Compound,12-hLO inh,15-hLO-2 inh,IMPase inh,PNC assembly inh
CC(C)n1c(SCC(=O)NCc2ccco2)nc2c1c(=O)n(C)c(=O)n2C,1%,-1%,-8,-17
O=C(Nc1cccc(Cl)c1)Nc1nnc(CSCCOc2ccc(Cl)cc2)s1,3%,.,.,?
Cn1c(CN2CCCCC2)nc2cc(NC(=O)c3cccs3)ccc21,5%,12%[2.29 µM],-7,-19
COc1cccc2cc(C(=O)N3CCCCC3C)c(=O)oc12 (stereo not drawn),4%,.,0,138
O=c1n(CCCN2CCN(c3cccc(Cl)c3)CC2)nc2ccccn12,-1%,13%,2[20.6 µM],-22
CCCCc1c(C)nc(N)[nH]c1=O,6%,-13%,?,10
Cc1noc(C)c1C(=O)OCC(=O)NCCC1=CCCCC1,5%,-10%,0,-12
C/C(=N\OC(=O)c1cccc(C)c1)c1sc(-c2ccccc2)nc1C,-11%,-5%,-8,23
CC(C)C(=O)Nc1nnc(SCC(=O)Nc2ccc3c(c2)OCO3)s1,-4%,.,-3,?
COc1ccc(-n2ncc3c(N4CCCCC4)ncnc32)cc1,3%,.,-6,3
CN(C)/C(=N\OC(=O)c1ccccc1)c1nonc1N,-3%,.,.,6
O=C(CN1CCN(Cc2ccc(Cl)cc2)C1=O)NCCCN1CCOCC1,7%,1%,-2,?
Cc1nc(SCc2ccccc2C)n[nH]1,-1%,-7%,2,?
COc1ccc(Cl)cc1S(=O)(=O)n1nnc2ccccc21,-3%,-5%,2,23
COCCNC(=O)CCCn1c(=O)c2ccccc2n(CC(=O)NCCC2=CCCCC2)c1=O,-1%,3%,-3,18
O=C(CSC1=Nc2ccccc2C2=NC(Cc3c[nH]c4ccccc34)C(=O)N12)NC1CCCCC1 (stereo not drawn),-2%,-14%,4,24
COC(=O)NCC(c1cccnc1)N1CCN(c2ccccc2OC)CC1 (stereo not drawn),-1%,1%,-4,16
Cc1nc2c(C(=O)NCc3ccco3)cnn2c(C)c1Cc1ccc(F)cc1Cl,-1%,-3%,1,9
COc1ccc(-c2c3c(cc(C)[n+]2[O-])oc2ccc(OC)cc23)cc1,0%,.,.,15
Cc1ccc(-c2nnc(-c3cccc(Br)c3)o2)cc1,-3%,-6%,-6,32
Cc1nc(-c2cccc(S(=O)(=O)N3CCOCC3)c2)cs1,0%,?,8,19
Cc1ccccc1CN(c1ccc(C(N)=O)cc1)S(C)(=O)=O,-1%,-1%,-12,28
O=c1c2ccccc2nc2n1CCC2,-5%,-30%,1,75
Cc1c(Cl)c(-c2n[nH]c(=S)n2-c2ccccc2)nn1C,0%,.,?,-14
O=C(c1ccco1)N(Cc1nc2ccccc2c(=O)[nH]1)C1CCCC1,-5%,3%,4,5
O=c1c2sccc2n(Cc2cccc(F)c2)c(=O)n1-c1ccc(F)cc1,-5%,.,1,9
O=C(NC(=S)Nc1ccc(Br)cn1)c1cncc(Br)c1,6%,-14%,7,78
CC/S(CC1CC1(Cl)Cl)=N\S(=O)(=O)c1ccc(C)cc1 (stereo not drawn),0%,-1%,6,?
COc1ccc(OC)c(-n2nnnc2SCC(=O)Nc2nc(C)c(C)s2)c1,0%,3%,-1,7
O=C(Nc1cnn(Cc2ccc(Cl)cc2)c1)c1ccc([N+](=O)[O-])cc1,-12%,4%,8,?
CCCCCc1c(C)nc(N2CCc3ccccc3C2)[nH]c1=O,3%,-3%,2,-117*
Cc1cccc(N2CSC3=C(C#N)C(c4ccc(C)o4)CC(=O)N3C2)c1 (stereo not drawn),-26%,?,-8,?
Cc1ccc(-c2nnc3ccc(SCC(=O)N4CCc5ccccc54)nn23)cc1,4%,-3%,7,24
O=C(Cn1nnc(-c2ccccc2)n1)OC1CCOC1=O (stereo not drawn),-7%,2%,1,37
COc1ccc2c(C)cc(SCC(=O)Nc3c(C)n(C)n(-c4ccccc4)c3=O)nc2c1,4%,2%,-1,?
CN(C(=O)COC(=O)COc1ccccc1F)C1CCS(=O)(=O)C1 (stereo not drawn),2%,-1%,3,?
O=C(CSc1nc2ccccc2c(=O)n1-c1ccc(F)cc1)Nc1ccc(Cl)c(S(=O)(=O)N2CCOCC2)c1,0%,.,.,20
CCc1cc(C(=O)OC)c(NC(=O)CC2Nc3cc(C)c(C)cc3NC2=O)s1 (stereo not drawn),2%,.,-3,-4
O=C(COC(=O)CCSc1ccccc1)NCc1ccccc1Cl,3%,.,15,29
CCCC1(C(=O)OC)NC(c2ccc(OC)c(OC)c2)C2C(=O)N(c3ccc4c(c3)OCO4)C(=O)C21 (stereo not drawn),0%,-1%,3,17
COc1nc(OC)nc(N2CCC(C(=O)NCc3ccco3)CC2)n1,3%,3%,-15,?
O=C(O)CCc1nc(-c2ccccc2Cl)no1,-3%,12%,2,52
O=C(NCc1ccccn1)Nc1cccc(NC(=O)NCc2ccccn2)c1,-5%,4%,8,9
CC(NC(=O)C1CCC(=O)N1Cc1ccc(F)cc1)c1ccc2c(c1)OCCO2 (stereo not drawn),10%,2%,3,-7
Cc1cccc2nc(CSc3nnc4ccccn34)cn12,-1%,6%,7,11
CN1CCN(c2ccc([N+](=O)[O-])cc2NC(=O)c2ccccc2Cl)CC1,0%,13%,8,20
O=C(NCCc1cccs1)C1CC(c2c(Cl)cccc2Cl)=NO1 (stereo not drawn),2%,-5%,8,?
OCC(O)C(O)C(O)C(O)C(O)CO (stereo not drawn),-3%,8%,.,.
Cc1ccc(-c2nc3cc(NC(=O)C(C)C)ccc3o2)cc1,25%,2%,-5,-8
COc1cccc(NC(=O)CCCn2c(=S)[nH]c3ccccc3c2=O)c1,6%,-5%,2,?
CCc1ccc(C2NC(C(=O)O)CS2)cc1 (stereo not drawn),1%,?,1,-3
COc1ccc(N2CCN(C(=O)CN(Cc3ccccc3)S(C)(=O)=O)CC2)cc1,4%,-1%,2,7
O=C(CN1CCOCC1)NCCC12CC3CC(CC(C3)C1)C2,2%,4%,-3,9
CCC1=C(OC(=O)N(CC)CC)N2C(=O)OC(=NCC(=O)OC)[C@]2(C)[C@H]2C1=CC[C@H]1C(=O)NC(=O)[C@H]12,0%,8%,.,.
Cc1cc(NC(=O)CCC(=O)N(c2ccccc2)C(C(=O)NC2CCCC2)c2ccccc2)no1 (stereo not drawn),3%,.,0[0.369 µM],-22
C=CC1=C(C)/C(=C/c2[nH]c(Cc3[nH]c(/C=C4\NC(=O)C(C)=C4C=C)c(C)c3CCC(=O)O)c(CCC(=O)O)c2C)NC1=O,-14%,-12%,.,.
c1ccc2c(c1)CCCN2c1nc2ccccc2n2cnnc12,-3%,-2%,-7,-19
O=C(NC1CC2CCC(C1)N2C(=O)NCc1ccccc1)NC12CC3CC(CC(C3)C1)C2 (stereo not drawn),3%,17%,3,19
COc1cccc(COc2ccccc2C2Nc3ccc(Br)cc3C(=O)N2NC(=O)c2ccncc2)c1 (stereo not drawn),-5%,34%[activator],?,33
CCCOC(=O)C(C)n1cnc2sc(C)c(C)c2c1=O (stereo not drawn),-4%,-1%,2,27

Other records.
Compound,12-hLO inh,15-hLO-2 inh,IMPase inh,PNC assembly inh
CC(=O)c1cnc2c(C(=O)O)cnn2c1C,-5%,6%,2,-11
O=C(NC1CCCCC1)C(c1ccco1)N(C(=O)c1csnn1)C1CCCC1 (stereo not drawn),-7%,3%,3,-16
CCN(CC)C(=O)Nc1ccc(C(=O)OC)cc1,-3%,-3%,-3,?
CC(C)COC(=O)C(C#N)c1nc2ccccc2nc1N1CCN(Cc2ccccc2)CC1 (stereo not drawn),3%,1%[2.29 µM],5,27
Cc1cccc(C=Nc2ccc3c(c2)oc2ccccc23)c1O,-5%,.,-22,?
COc1ccc(C2C(C#N)=C(N)Oc3cc4c(cc32)OCO4)cc1 (stereo not drawn),-10%,-14%,6,14
Cn1c(/N=C/c2c[nH]c3ccccc23)nc2ccccc21,-2%,37%[activator],7,-28
N#CCCN1CCN(C(=S)c2ccc(-c3ccc(Cl)c(Cl)c3)o2)CC1,-16%,-23%,0,4
O=C(NC1CCCCC1)N1CCN(CCc2ccccc2)CC1,-3%,12%,0,2
CCn1cc(C(=O)NCc2ccc3c(c2)OCO3)c(=O)c2ccc(C)nc21,-4%,-4%,-5,5
CNC(=O)N1CCN(C(=O)NC)CC1,-2%,3%,-11,14
O=c1oc2ccccc2c(NCc2ccccc2)c1[N+](=O)[O-],-4%,.,.,?
O=S(=O)(c1ccccc1)N1CCC2(CCCN(c3ccncc3)C2)CC1,3%,15%,.,.
CN1CCN(CC(=O)N2c3ccccc3Sc3cc4ccccc4cc32)CC1,5%[11.4 µM],33%[activator][11.4 µM],.,.
Cc1[nH]c2c(C)cccc2c(=O)c1Br,1%,7%[2.29 µM],-1,?
O=C1OC(c2ccccc2)c2ccc3ccccc3c21 (stereo not drawn),3%,.,.,39
CCOC(=O)c1cccc(NC(=O)CSc2nnnn2CC)c1,-5%,-1%,?,?
COc1ccc(-c2csc(=Nc3c(C)n(C)n(-c4ccccc4)c3=O)n2C(C)(C)C)cc1,-4%,2%,-1,13
COc1ccc(-n2c(O)c(Cc3ccccc3)c(=O)n3nc(-c4ccccc4)c(=O)cc23)cc1,-3%,.,-1,-28
Cc1ccc(Cn2c(CN3CCN(C(=O)c4ccco4)CC3)nc3c2c(=O)n(C)c(=O)n3C)cc1,-12%,-18%,2,-6
